Source: PubChem BioAssay
DAX1 inh-1 – inhibits human nuclear receptor DAX1 | AID 504766 | inhibition, % at 6.75 µM | HEK293 Gal4-DAX1 luciferase reporter, luminescence | P51843 | 340,000 tested, 0.99% active;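 active means inhibition above the mean over all tested compounds plus 3 SD, cut at about 4.2% in these data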;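 further: 0% = DAX1-transfected cells with DMSO and 100% = empty-vector control cells with DMSO; inhibition shows as a rise in luminescence from relieved DAX1 repression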
Target sequence (P51843 207-470 limits assumed): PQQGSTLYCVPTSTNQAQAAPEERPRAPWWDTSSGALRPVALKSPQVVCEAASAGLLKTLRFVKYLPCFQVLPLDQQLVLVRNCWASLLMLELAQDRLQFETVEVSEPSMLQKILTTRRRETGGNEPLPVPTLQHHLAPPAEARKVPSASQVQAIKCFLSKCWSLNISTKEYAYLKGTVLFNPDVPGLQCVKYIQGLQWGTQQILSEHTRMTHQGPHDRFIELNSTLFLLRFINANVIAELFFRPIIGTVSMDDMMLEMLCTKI
PLC-beta3 inh – inhibitors of human phospholipase C beta3; 370,000 tested, 0.18% active; Q01970; inhibition, % at 12.2 µM; Purified PLC-beta3, fluorogenic substrate, fluorescence; in the data active means inhibition above about 11%;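 further: 0% = median of compound wells on plate and 100% = full blocker control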
PLCg1 inh – inhibitors of human phospholipase C gamma1. P19174. purified PLC-gamma1, fluorogenic substrate, fluorescence. inhibition, % at 12.2 µM. 370,000 tested, 0.84% active. AID 720700; in the data active means inhibition above about 9.5%
hgDAF12 agonist – hgDAF-12 agonism, primary luciferase screen; activation, % at 6.8 µM; AID 687014; 370,000 tested, 1.8% active; HEK293 GAL4-hgDAF12 UAS-luciferase reporter, agonist luminescence; normalized to butyrate control;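 active means activation above a cutoff set at the mean of all screened compounds plus 3 SD, cut at about 10% in these data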;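 further: 0% = DMSO wells and 100% = sodium butyrate wells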
DAX1 inh-2 – blocks DAX1 repression of SF-1 activated StAR promoter | HEK293T StAR-luciferase reporter, SF-1/DAX-1 repression relief | inhibition, % at 6.8 µM | 370,000 tested, 1.1% active | AID 652010;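 active means inhibition above the mean over all tested compounds plus 3 SD, cut at about 3.6% in these data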;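 further: 0% = DAX-1 cells with DMSO and 100% = cells lacking DAX-1 with DMSO; higher inhibition means more luminescence from relief of DAX-1 repression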
SMARCA2 activ – activators of SMARCA2 function; AID 652017; MG213 cells, MMTV-luciferase reporter, dexamethasone, overnight; 370,000 tested, 1% active; activation, % at 9.1 µM; in the data active means activation above about 7.8%;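 further: 0% = vehicle wells and 100% = reference activator wells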
ADAM17 inh – inhibitors of human ADAM17 | inhibition, % at 6.95 µM | P78536 | recombinant ADAM17, EDANS/DABCYL FRET peptide cleavage | AID 720648 | 370,000 tested, 0.83% active;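 active means inhibition above the mean of compounds lying between control limits plus 3 SD, set per campaign, cut at about 8.5% in these data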;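 further: 0% = DMSO-only wells as the low control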
Rev-erbA mod – modulators of human Rev-erb alpha DNA binding; Rev-erbα–FITC-DNA binding, fluorescence polarization, 90 min; activity, % at 10 µM; 370,000 tested, 0.79% active;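 active means activity above about 14%, limit read from the data; passing the limit was not always enough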;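 further: 0% = DMSO wells with 35 nM protein and 100% = DMSO wells with 750 nM protein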
Target sequence (P20393 whole entry, looked up): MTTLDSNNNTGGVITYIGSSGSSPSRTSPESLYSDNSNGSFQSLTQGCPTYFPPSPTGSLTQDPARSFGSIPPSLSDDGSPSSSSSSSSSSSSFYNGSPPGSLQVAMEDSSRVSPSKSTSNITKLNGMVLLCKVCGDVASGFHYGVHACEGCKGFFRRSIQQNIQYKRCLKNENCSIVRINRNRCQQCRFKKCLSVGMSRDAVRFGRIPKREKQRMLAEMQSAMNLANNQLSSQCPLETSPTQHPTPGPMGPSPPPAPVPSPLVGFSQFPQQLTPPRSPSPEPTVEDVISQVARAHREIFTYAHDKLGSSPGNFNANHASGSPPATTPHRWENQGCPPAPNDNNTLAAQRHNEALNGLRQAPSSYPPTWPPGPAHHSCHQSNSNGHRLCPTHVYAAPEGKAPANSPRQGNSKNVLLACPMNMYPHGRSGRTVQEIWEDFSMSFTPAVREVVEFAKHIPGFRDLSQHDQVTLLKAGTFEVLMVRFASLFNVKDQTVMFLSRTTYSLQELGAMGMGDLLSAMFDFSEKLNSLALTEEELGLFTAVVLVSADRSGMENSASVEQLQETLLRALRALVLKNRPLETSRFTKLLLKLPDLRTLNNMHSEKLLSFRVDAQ
hcDAF12 agonist – H. contortus DAF-12 activation, primary screen; HEK293 hcDAF-12 lit1-tk-luc reporter, luminescence; 0% DMSO, 100% Δ7-dafachronic acid; activation, % at 6.8 µM; 370,000 tested, 1.4% active; AID 652067;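 active means activation above the mean of all tested compounds plus 3 SD, cut at about 5.5% in these data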;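 further: 100% = response to 3 µM Δ7-dafachronic acid high control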
ssDAF12 agonist – activators of S. stercoralis DAF-12 nuclear receptor. AID 652126. activation, % at 6.8 µM. HEK293 ssDAF-12/GRIP1 lit1-tk-luc reporter, luminescence; % of 3 µM dafachronic acid response. 370,000 tested, 1% active;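 active means activation above the mean over all tested compounds plus 3 SD, cut at about 0.9% in these data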;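 further: 0% = DMSO-only wells and 100% = 3 µM delta7-dafachronic acid wells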
MBD2 DNA inh – MBD2-methylated oligo binding inhibition; inhibition, % at 4.4 µM; 370,000 tested, 0.31% active; TR-FRET, MBD2 binding to methylated oligonucleotide; in the data active means inhibition above about 13%
Active calls of the source: *; i = inactive; . = not tested or not shown.

Sample of the layout, 2 compounds:
Compound	DAX1 inh-1	PLC-beta3 inh	PLCg1 inh	hgDAF12 agonist	DAX1 inh-2	SMARCA2 activ	ADAM17 inh	Rev-erbA mod	hcDAF12 agonist	ssDAF12 agonist	MBD2 DNA inh
CCNc1nc(NCC)n2c(SCC(=O)Nc3ccc(C(F)(F)F)cc3[N+](=O)[O-])nnc2n1	-0.1	-0.2	0.0	-1.8	-0.1	-2.0	-1.4	-3.6	-0.6	-1.1	0.0
O=C(NCC1CCCO1)C(=Cc1cccc([N+](=O)[O-])c1)C(=O)NCC1CCCO1 (centres undefined)	-1.8	6.0	2.3	-2.4	-0.7	-2.4	-5.6	-6.9	-0.2	-1.2	4.5

All compounds of this part, previewed entries included:
Compound	DAX1 inh-1	PLC-beta3 inh	PLCg1 inh	hgDAF12 agonist	DAX1 inh-2	SMARCA2 activ	ADAM17 inh	Rev-erbA mod	hcDAF12 agonist	ssDAF12 agonist	MBD2 DNA inh
CCNc1nc(NCC)n2c(SCC(=O)Nc3ccc(C(F)(F)F)cc3[N+](=O)[O-])nnc2n1	-0.1	-0.2	0.0	-1.8	-0.1	-2.0	-1.4	-3.6	-0.6	-1.1	0.0
O=C(NCC1CCCO1)C(=Cc1cccc([N+](=O)[O-])c1)C(=O)NCC1CCCO1 (centres undefined)	-1.8	6.0	2.3	-2.4	-0.7	-2.4	-5.6	-6.9	-0.2	-1.2	4.5
Nc1cccc2nsnc12	1.1	-4.6	1.0	-2.1	-0.1	-1.1	-1.4	2.0	1.4	-1.1	-6.0
CC(=O)N(C)c1ccc(N=Nc2ccc3ncccc3c2)cc1	0.7	9.6	11.9*	11.7*	5.5*	2.6	9.6*	-1.9	5.7*	0.7	-10.4
C/C=C1\COC(C(=O)NCCCN2CCCC2=O)(C(F)(F)F)C=C1C=C(C)C (centres undefined)	-0.3	1.0	3.5	-1.0	0.2	-0.6	0.7	3.2	-1.9	-1.2	-1.8
CCOCCCNC(=O)C(c1ccc(Cl)cc1)N1CCC2(CC1)OCCO2 (centres undefined)	2.9	3.9	7.4	0.7	0.4	-3.8	1.6	-2.8	-1.1	-1.1	3.6
CCCC1C(C(=O)OCC)=C(C)NC(C)=C1C(=O)OCC	-0.6	-91.7	-77.0	-3.2	-1.6	-1.2	-20.0	3.6	-1.8	-1.1	-3.1
CCOC(=O)C1=C(COC(=O)/C=C/c2ccc(OC)cc2)NC(=O)NC1C (centres undefined)	0.2	-5.6	1.3	-0.9	-1.0	-0.2	-3.3	4.1	-2.5	-0.3	6.9
Cc1c(C(=O)OCC(=O)NCCN2C(=O)CSC2=O)cccc1[N+](=O)[O-]	1.2	-5.2	-2.4	-0.5	-0.1	-0.8	0.2	2.1	-0.7	-1.2	-5.1
CCC/C(O)=C1\C(=O)CCCC1=NCCCCCC(=O)O	-0.4	2.7	5.2	0.1	1.5	-5.3	2.3	1.9	-0.4	-1.4	-4.4
Cc1ccccc1Cc1c(C)nc2ncnn2c1C	-1.0	4.1	7.1	1.6	-0.7	-2.8	1.9	-6.0	-2.4	-1.1	-2.1
CN(Cc1ccccc1)c1ccc([N+](=O)[O-])cc1C(=O)O	0.3	1.8	0.0	0.6	0.0	-1.2	1.6	-2.8	-1.6	-0.9	1.5
O=C(Nc1ccc(S(=O)(=O)N2CCOCC2)cc1)c1cccc(Br)c1	1.6	2.1	2.4	2.3	-0.2	-2.0	7.5	3.2	-1.9	-1.5	-6.7
Cc1cc(C)nc(N2CCCC(CCC(=O)NCc3ccc(F)c(F)c3)C2)n1 (centres undefined)	2.2	2.3	0.9	0.0	0.0	0.8	3.0	-5.1	-0.8	-0.8	-0.8
Cc1ccc(-n2c(C)nn(CC#N)c2=O)cc1	0.4	-1.1	8.4	-1.4	1.7	-3.0	-1.6	-1.3	-0.8	-0.9	-0.1

Additional results:
Compound	DAX1 inh-1	PLC-beta3 inh	PLCg1 inh	hgDAF12 agonist	DAX1 inh-2	SMARCA2 activ	ADAM17 inh	Rev-erbA mod	hcDAF12 agonist	ssDAF12 agonist	MBD2 DNA inh
CN(CCO)CCC(=O)NC1(C)CS(=O)(=O)CC1S(=O)(=O)O (centres undefined)	-1.3	-6.8	2.5	-3.1	-0.1	-0.9	0.2	4.9	-0.9	-0.5	0.0
Cc1cc(NC(=O)CSc2nc3c(cc2C#N)CCCCC3)no1	3.1	-133.1	-111.4	4.5	2.5	3.5	-16.8	14.2	1.8	0.3	5.4
COc1ccc(S(=O)(=O)N2CCCC2)cc1C(C)C	-0.1	2.3	3.3	-2.6	0.0	-1.0	2.9	1.4	0.2	-1.5	2.0
C[C@@H]1CN([C@@H](C)CO)C(=O)CCCn2nncc2CO[C@@H]1CN(C)S(=O)(=O)c1cccc(F)c1	0.7	5.2	0.0	1.2	1.6	1.5	-1.1	-9.0	0.1	-1.1	-3.5
FC(F)Oc1ccc(NC(=S)NCc2ccccc2)cc1Cl	0.1	-2.8	-2.1	0.1	-0.8	-2.0	5.7	2.9	-1.4	-1.6	2.7
O=C(Oc1ccc2c3c(c(=O)oc2c1)CCCC3)c1ccco1	-0.9	i	i	-0.6	-0.7	0.4	i	2.1	-1.2	-1.0	-1.1
Cc1ccccc1NC(=O)CSc1nc(N)c2c3c(sc2n1)CSC(C)(C)C3	-1.1	-18.2	-15.5	-3.6	-1.8	-2.5	-81.3	-6.1	-5.1	-1.6	-1.3
COc1ccc(CN2C(=O)C(CC(=O)NCc3cccc4ccccc34)CC(C(=O)N(C)C)=C2C)cc1 (centres undefined)	0.1	-2.3	2.0	3.8	-0.6	-5.6	-0.9	-3.7	-0.5	-0.4	-0.3
O=C(CSc1cccc2cccnc12)OCC(=O)c1ccccc1	4.5*	-92.7	-75.0	0.9	1.1	-0.6	-65.3	-3.0	0.3	-0.2	2.3
CC1CCCN(C(=O)CN(C)S(=O)(=O)c2ccc3c(c2)c(=O)n(C)c(=O)n3C)C1 (centres undefined)	0.6	-2.6	-1.8	-0.7	0.4	-1.1	-1.9	-2.5	0.6	-1.4	1.9
CCc1nnc(SCC(=O)NCCC2=CCCCC2)nc1CC	0.0	-10.1	-2.6	3.0	-0.3	0.3	-6.0	1.1	-2.0	-1.2	-3.6
COCC(C)NC(=O)C(C)Oc1ccccc1 (centres undefined)	0.2	0.0	0.0	6.2	-0.7	-0.8	-1.8	-3.0	-0.5	-1.5	-1.6
O=C(NCc1ccco1)NC12CC3CC(CC(C3)C1)C2	-0.4	-1.2	1.6	1.7	-0.4	-1.9	-5.0	1.6	-1.7	-1.5	3.2
COc1cc(OC)cc(-c2c(-c3cccs3)c3cc(-c4ccc(N(C)C)nc4)ccc3n2C)c1	1.5	-43.2	-28.5	0.3	0.1	0.2	-8.5	24.1*	0.3	-0.1	6.0
Cc1ccc(-n2c(SCC(=O)Nc3ccc(S(=O)(=O)Nc4nccs4)cc3)nnc2-c2cccs2)cc1	.	-13.4	-7.1	-2.3	0.8	-1.0	1.4	-2.5	0.5	-1.3	-2.7

Further results follow:
Compound	DAX1 inh-1	PLC-beta3 inh	PLCg1 inh	hgDAF12 agonist	DAX1 inh-2	SMARCA2 activ	ADAM17 inh	Rev-erbA mod	hcDAF12 agonist	ssDAF12 agonist	MBD2 DNA inh
COc1cccc(NC(=O)CN(C)C(=O)c2cccc(NS(=O)(=O)c3ccccc3)c2)c1	-0.2	-8.6	2.0	-1.9	0.0	-3.4	-1.3	-0.4	-0.7	-1.5	4.8
Cc1ccc(NC(=O)c2ccc(S(=O)(=O)N3CCOCC3)cc2)nc1	0.9	3.4	-0.5	-2.1	-0.3	-3.8	-2.0	2.8	1.1	-1.7	-0.2
Cc1cccc(N(C(=O)CNC(=O)c2ccco2)C(C(=O)NC2CCCCC2)c2cccnc2)c1 (centres undefined)	0.0	-7.3	-0.7	-1.8	-0.1	-3.2	-5.1	1.9	-2.1	-0.6	2.6
CC(Sc1nc(-c2ccccc2)c(-c2ccccc2)[nH]1)C(=O)NCC1CCCO1 (centres undefined)	-1.3	-26.8	-20.7	-2.3	-1.0	-1.8	-9.9	1.7	-1.4	-1.7	1.1
Cc1ccc([C@H]2C(C(=O)O)=CC[C@@H](c3cccs3)N2S(=O)(=O)c2ccc(C)cc2)cc1	-0.9	-2.2	-4.6	-0.4	1.1	-0.9	-1.9	6.1	0.6	-1.3	-1.4
CN(C)C(=S)NC(=S)Nc1ccc2ccccc2c1	0.2	-0.8	0.8	16.8*	3.0	17.1*	2.4	-11.6	11.7*	1.3*	0.7
CCN(CC)CCn1c2c(c(SCC(=O)Nc3nc4ccccc4s3)nc1=O)CCCC2	-1.0	-6.5	-1.0	0.4	2.9	-1.4	-2.5	2.9	1.1	-0.5	-3.4
CC1CCN(CC(O)COc2cccc(F)c2)CC1 (centres undefined)	1.6	-2.5	-1.9	5.8	-0.4	0.1	2.3	-0.6	0.5	-1.4	-1.2
COc1ccc(NC(=O)C2CCCN2C(=O)OCc2ccccc2)c(OC)c1 (centres undefined)	0.4	2.4	-1.6	-0.8	0.1	1.3	-5.9	-1.3	2.1	-1.1	-1.7
Cc1cc(=O)oc2cc(OCc3ccc(C(=O)N4CCN(c5ccc([N+](=O)[O-])cc5)CC4)cc3)ccc12	-0.4	-3.7	-5.8	1.6	-0.9	2.1	-12.4	1.0	-1.3	-1.8	-2.5
O=C(Cc1ccccc1)NNc1c2ccccc2nc2ccccc12	-1.8	-73.2	-69.1	-0.9	-0.2	2.0	-154.8	8.5	-0.8	-1.9	-4.4
Cc1cc(N)n(Cc2ccc(Cl)cc2)n1	1.2	-1.3	2.4	-1.9	0.9	-3.8	-1.0	-5.6	-1.7	-1.6	-1.4
O=C(Nc1ccc2c(c1)C(=O)NC2=O)c1ccc2ncsc2c1	-1.2	-13.0	-12.3	5.7	0.7	4.4	-5.5	56.8*	0.4	-1.1	-2.0
CN(C)CCCNc1ncc(C(F)(F)F)cc1Cl	-0.2	3.3	-3.4	-1.0	-0.1	2.6	-1.3	-2.2	-1.0	-0.9	-5.0
CC(C)N1CCC(n2nccc2NC(=O)c2ccc3c(c2)OCO3)CC1	0.3	-1.1	2.7	2.2	0.4	-2.8	2.7	-2.8	-0.4	-1.1	-0.3
Cc1[nH]c(=O)c(C#N)c(C)c1Cl	2.4	-13.2	-4.4	0.5	0.5	-4.5	-47.3	-0.4	0.1	-0.1	1.6
C=CCNC(=O)CN1CCC(n2c(C)nc3cc(C(F)(F)F)ccc32)CC1	-1.4	3.2	1.1	-2.3	0.3	4.3	1.2	-7.9	-2.5	-1.2	-3.2
